Rpn11 block – Rpn11 (PSMD14) deubiquitinase inhibitors, primary screen, biochemical, fluorescence polarization, uHTS; actives 0.59% (n = 360,000); AID 588493, 2011; human 26S proteasome, Ub4-pepOG fluorescence polarization; 20S core pre-blocked with epoxomicin; calls only at 20 µM; 26S proteasome non-ATPase regulatory subunit 14 (Homo sapiens), O00487;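 active means inhibition at 20 µM, scaled to each plate's controls, above about 33%, limit read from the data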
Target sequence (O00487 whole entry, looked up): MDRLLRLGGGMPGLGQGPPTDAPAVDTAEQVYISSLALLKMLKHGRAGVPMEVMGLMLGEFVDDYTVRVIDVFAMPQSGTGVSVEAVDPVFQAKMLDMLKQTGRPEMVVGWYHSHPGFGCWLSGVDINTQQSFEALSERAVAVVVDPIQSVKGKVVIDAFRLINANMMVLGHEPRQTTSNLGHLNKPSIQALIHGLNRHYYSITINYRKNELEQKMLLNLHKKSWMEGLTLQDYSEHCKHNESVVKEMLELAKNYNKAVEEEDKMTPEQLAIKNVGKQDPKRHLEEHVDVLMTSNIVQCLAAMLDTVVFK
CSN inh – inhibitors of CSN-mediated cullin deneddylation, primary screen, biochemical, fluorescence polarization, uHTS. COP9 signalosome complex subunit 5 (Homo sapiens), Q92905. Purified CSN, SCF-Nedd8-OG deneddylation. inhibition, % at 12.5 µM. actives 0.38% (n = 360,000);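 active means pattern-corrected inhibition above about 35%, with an unprinted fluorescence ratio check between 0.5 and 1.5, limit read from the data, passing the limit was not always enough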;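 further: 0% = enzyme with substrate and 100% = substrate without enzyme; some results filed as inactive read as strong as hits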
Target sequence (Q92905 whole entry, looked up, one chain of several): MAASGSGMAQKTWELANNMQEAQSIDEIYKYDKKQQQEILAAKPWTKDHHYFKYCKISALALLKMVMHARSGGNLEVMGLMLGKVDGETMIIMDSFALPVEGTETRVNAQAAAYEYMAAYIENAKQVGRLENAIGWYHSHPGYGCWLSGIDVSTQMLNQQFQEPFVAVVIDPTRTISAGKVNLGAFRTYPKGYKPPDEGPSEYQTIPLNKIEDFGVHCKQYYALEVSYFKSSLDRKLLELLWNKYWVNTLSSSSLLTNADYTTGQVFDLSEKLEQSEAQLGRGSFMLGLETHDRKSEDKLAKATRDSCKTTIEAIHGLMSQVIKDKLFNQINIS
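Assay system: HEK293T-derived human Csn5 enzyme; quantity: 0.24 nM enzyme; medium: Tris/NaCl/DTT buffer, pH 7.5; also added: substrate SCFSkp2-Nedd8OG, 10 nM; doses: 12.5 µM compound; schedule: 90 min reaction at room temperature; signal: FP; read-out: % inhibition of substrate cleavage by Csn5; benchmarks: substrate-only high control, full reaction low control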
MsrA inhibitor – bovine MsrA enzyme inhibitors, primary screen, biochemical, absorbance, HTS. actives 0.75% (n = 360,000). purified bovine MsrA, absorbance read-out. inhibition, % at 15.5 µM. Methionine sulfoxide reductase A (Bos taurus); in the data active means inhibition above about 4.5%;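 further: 0% = vehicle wells with enzyme and 100% = reference inhibitor wells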
LMPTP inh – LMPTP phosphatase inhibitors, primary screen, biochemical, fluorescence intensity, uHTS. recombinant LMPTP-A, OMFP fluorogenic substrate. inhibition, % at 20 µM. actives 0.22% (n = 360,000). AID 651560, 2012;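 active means compounds that cut the enzyme signal by at least half of the control window in the single-dose screen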;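 further: plate controls were DMSO wells with enzyme plus substrate for no effect and substrate without enzyme for full effect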
Target sequence (P24666 whole entry, looked up): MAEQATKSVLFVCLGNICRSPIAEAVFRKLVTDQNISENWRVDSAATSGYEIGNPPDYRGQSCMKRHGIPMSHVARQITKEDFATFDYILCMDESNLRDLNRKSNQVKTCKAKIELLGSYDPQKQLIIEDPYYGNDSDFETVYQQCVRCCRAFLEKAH
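Test system – LMPTP-A enzyme · Amount – LMPTP-A at 0.625 nM final in the reaction · Buffer or medium – Bis-Tris pH 6.0, DTT, detergent · Reagent – OMFP 400 µM · Doses – single 20 µM dose · Schedule – reaction 50 min, room temperature, dark · Detection – fluorescence intensity of OMFP turnover product · Evaluation – percent inhibition versus substrate-only and uninhibited controls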
SUMO1 PPI mod – modulators of SUMO1 protein-protein interactions, primary screen, biochemical, uHTS; Small ubiquitin-related modifier 1 (Homo sapiens), P63165; SUMO1 binding to a labelled peptide, TR-FRET, 1 h; inhibition, % at 20 µM; actives 0.33% (n = 360,000); in the data active means inhibition above about 37%
Target sequence (P63165 whole entry, looked up): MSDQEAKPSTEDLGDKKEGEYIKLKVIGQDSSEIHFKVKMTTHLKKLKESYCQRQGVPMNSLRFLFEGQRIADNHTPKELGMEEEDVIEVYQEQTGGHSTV
Tb MetRS inh – T. brucei MetRS inhibitors, primary screen, biochemical, luminescence; methionyl-tRNA synthetase (Trypanosoma brucei brucei); purified T. brucei MetRS, ATP depletion, Kinase-Glo luminescence; inhibition, % at 11.9 µM; actives 0.4% (n = 360,000);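 active means inhibition above a per-plate cutoff of the control wells' mean inhibition plus 3 SD, cut at about 5.5% in these data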;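 further: 0% = DMSO wells median and 100% = median of wells with control inhibitor compound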
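Assay system: T. brucei methionyl-tRNA synthetase, purified | Medium: HEPES buffer with MgCl2, KCl, DTT, spermine, BSA, pyrophosphatase | Compound: 11.9 µM single point | Incubation: 15 min enzyme-compound preincubation, 2 h reaction, 10 min detection, 25 °C | Measured by: Kinase-Glo luciferase luminescence reporting remaining unconsumed ATP | Measure: % inhibition normalized to control-well medians | Replication: Singlicate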
NadD block – inhibitors of S. aureus NadD, primary screen, biochemical, colorimetric, uHTS; purified NadD enzyme, colorimetric absorbance read-out; inhibition, % at 20 µM; actives 0.78% (n = 360,000); in the data active means inhibition above about 26%; further: some compounds past the cut are filed as inactive
STEP block – STEP phosphatase inhibitors, primary screen, biochemical, fluorescence intensity, uHTS; recombinant STEP, OMFP fluorogenic substrate; actives 0.25% (n = 360,000); AID 588621, 2011; Tyrosine-protein phosphatase non-receptor type 5 (Homo sapiens), P54829; inhibition, % at 20 µM;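 active means inhibition at 20 µM, scaled per plate between control wells, above about 37%, limit read from the data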;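 further: 0% = DMSO with enzyme and substrate and 100% = substrate only without enzyme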
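Measure: Control-normalized % inhibition with plate pattern correction | Test system: STEP phosphatase, cell-free reaction | Medium: pH 6.0 Bis-Tris with DTT and Tween 20 | Technique: Fluorescence, 480/540 nm | Times: Reaction 20 min, ambient temperature | Doses: Single compound dose of 20 µM, 1% DMSO final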
DNMT1 block – human DNMT1 methyltransferase inhibitors, primary screen, biochemical, molecular beacon, fluorescence, HinP1I cleavage, uHTS; DNA (cytosine-5)-methyltransferase 1 (Homo sapiens), P26358; inhibition (reported as % activation of signal), % at 10 µM; actives 0.83% (n = 360,000); AID 588458, 2011; in the data active means inhibition above about 50%
Scp1 inh – Scp-1 phosphatase inhibitors, primary screen, biochemical, colorimetric, uHTS | Carboxy-terminal domain RNA polymerase II polypeptide A small phosphatase 1 (Homo … | Recombinant Scp1, phosphopeptide, malachite green phosphate absorbance | inhibition, % at 20 µM | actives 0.88% (n = 340,000) | AID 493091, 2011;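 active means inhibition above about 50% at 20 µM, limit read from the data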;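 further: plate controls were DMSO wells with enzyme for no effect and wells lacking enzyme for full effect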
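Test system: SCP-1 catalytic domain; Buffer or medium: Acidic Tris acetate buffer with magnesium and detergent; Also added: Phosphorylated 17-residue peptide substrate; Compound: single 20 µM dose, 1% DMSO; Schedule: enzyme reaction 45 min at room temperature, colour 5 min, stabilisation 30 min; Signal: Phosphate-binding colour reagent, absorbance read at 630 nm.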
The depositor's hits bear a star; i = inactive; . = not tested or not shown. Rows were taken by chance; 3.9% or so of the library scored in one or more.

SMILES	Rpn11 block	CSN inh	MsrA inhibitor	LMPTP inh	SUMO1 PPI mod	Tb MetRS inh	NadD block	STEP block	DNMT1 block	Scp1 inh
CC(=O)N1CCN(C2c3cccc4cccc(c34)C2NS(=O)(=O)c2ccccc2)CC1 (configuration not stated)	i	-7	-0.4	-0.1	-7	-0.3	-1	1	-1	0
CCCCn1c(N)c(N(CC(C)C)C(=O)C2CCN(S(=O)(=O)c3ccc(C)cc3)CC2)c(=O)[nH]c1=O	i	2	-1.0	0.1	11	-0.5	-3	-3	-2	16
O=C(CCNC(=O)c1ccccc1Cl)NCc1cccnc1	i	-6	-0.1	-1.5	2	-0.5	-2	-1	1	11
O=C(O)CCCC(=O)Nc1ccc(Sc2ccc([N+](=O)[O-])cc2)cc1	i	-10	2.6	-2.7	-25	0.7	-6	3	-7	5
C=CCn1c(Cc2ccccc2)n[nH]c1=S	i	-3	-0.7	-3.9	6	-0.6	-2	5	1	-1
Cc1cccc(S(=O)(=O)Nc2ccc(-c3cn4ccccc4n3)cc2)c1	i	4	1.2	4.2	6	-0.1	3	0	-2	1
N#Cc1c(-c2cccs2)nc(SCc2ccc(Cl)cc2)[nH]c1=O	i	1	1.5	5.1	10	0.2	16	3	11	1
Cc1cc(C)c(C)c(OCCn2ccnc2)c1	i	-4	0.9	0.2	0	-0.7	0	-3	6	-4
CC(=O)c1cccc(NC(=O)C(C)OC(=O)Cc2c[nH]c3ccccc23)c1 (configuration not stated)	i	-1	-1.2	-0.3	6	-0.2	-8	4	0	-7
CN(Cc1ccccc1)C(=O)c1nn2cccnc2c1Cl	i	3	0.7	-0.4	-5	0.1	5	-1	1	-14
Fc1ccc(Nc2nnc(-c3ccncc3)s2)cc1Cl	i	-1	-0.3	8.5	43*	0.3	2	-1	0	.
N/N=C(\c1ccccc1)c1cc(Cl)ccc1N	i	4	0.1	-1.5	1	0.4	-7	1	-3	-2
Cc1ccc(OCc2nc(-c3ccccc3)no2)c(C)c1	i	-1	0.9	3.7	0	0.1	-4	5	-7	-15
COc1ccc(Nc2oc(COc3ccccc3F)nc2C#N)cc1	i	5	1.6	1.3	-5	0.7	17	-2	-7	-12
COC(=O)[C@@]12C[C@@H](CC(=O)NCCCN3CCCC3=O)C(=O)N(Cc3ccc4c(c3)OCO4)C1=CCC(C)(C)C2	.	0	-1.1	1.1	-2	-0.2	.	.	.	.
O=C(NCCCN1CCOCC1)c1cccc(S(=O)(=O)NCc2ccccc2)c1	i	-7	0.0	-9.2	-78	-0.3	3	-2	-4	-4
Cn1c(CNC(=O)C2CCCCC2)cc2ccccc21	i	2	-0.6	-2.2	-3	0.5	-4	2	0	-6
COc1cccc(-c2nc(CS(=O)(=O)CC(=O)NCCN3CCOCC3)c(C)o2)c1	i	2	1.5	0.1	2	0.0	5	-2	3	-1
Oc1ccc(-c2nc(=S)[nH][nH]2)cc1	i	-6	0.8	-0.6	7	-1.4	-4	3	2	-3
Cc1cc(C)c2cc(C#N)c(NCCNC(=O)c3cccnc3)nc2c1	.	-2	0.8	-0.1	-6	-0.2	.	.	.	.
O=C(CCC(=O)OCC(=O)c1ccc([N+](=O)[O-])cc1)Nc1ccccc1Cl	i	3	.	-0.2	-31	0.0	-4	-2	-5	-2
COc1ccc(/C=N/NC(=O)c2cccc(Br)c2)cc1Cn1cc(Cl)cn1	i	9	1.4	2.4	-3	0.5	9	0	-4	2
CCCCCCOc1ccc(C(CC(N)=O)C(=O)O)cc1 (configuration not stated)	i	-7	1.6	0.5	-2	0.5	5	1	1	-3
CCOC(=O)c1cc2occc2n1CC(=O)N1CCN(C(=O)c2ccco2)CC1	i	5	2.1	1.5	-4	0.4	2	-1	-3	-3
Cn1c(SCC(=O)N2CCOCC2)nnc1-c1ccc(Cl)cc1Cl	i	0	-0.2	-1.0	-1	-0.5	0	2	1	-10
O=C(CCc1ccccc1)N1CCN(c2ccc(F)cc2)CC1	i	-1	1.2	-1.9	-1	-0.8	-3	-3	1	-14
CCC1OC23CCCCC2C(C#N)(C(=N)O3)C1(C#N)C#N (configuration not stated)	i	-22	0.0	0.0	-6	-0.9	-2	1	0	3
O=C(NC(=S)Nc1ccc(Cl)c(C(=O)O)c1)c1cccc(COc2ccccc2)c1	i	4	0.3	-0.2	3	-0.5	10	2	7	3
CCC(CC)C(=O)c1c[nH]c(C(=O)NCc2cccnc2)c1	i	-4	-0.1	-1.1	3	-0.2	-4	1	2	-3
O=C(c1cccc([N+](=O)[O-])c1)N1CCN(c2ccccn2)CC1	i	-8	-0.2	-2.4	-8	-1.0	1	0	2	-1

Ordered by formula weight (largest number first): part of the list above.
SMILES	Rpn11 block	CSN inh	MsrA inhibitor	LMPTP inh	SUMO1 PPI mod	Tb MetRS inh	NadD block	STEP block	DNMT1 block	Scp1 inh
O=C(NC(=S)Nc1ccc(Cl)c(C(=O)O)c1)c1cccc(COc2ccccc2)c1	i	4	0.3	-0.2	3	-0.5	10	2	7	3
CC(=O)N1CCN(C2c3cccc4cccc(c34)C2NS(=O)(=O)c2ccccc2)CC1 (configuration not stated)	i	-7	-0.4	-0.1	-7	-0.3	-1	1	-1	0
CCOC(=O)c1cc2occc2n1CC(=O)N1CCN(C(=O)c2ccco2)CC1	i	5	2.1	1.5	-4	0.4	2	-1	-3	-3
O=C(CCC(=O)OCC(=O)c1ccc([N+](=O)[O-])cc1)Nc1ccccc1Cl	i	3	.	-0.2	-31	0.0	-4	-2	-5	-2
Cn1c(SCC(=O)N2CCOCC2)nnc1-c1ccc(Cl)cc1Cl	i	0	-0.2	-1.0	-1	-0.5	0	2	1	-10
N#Cc1c(-c2cccs2)nc(SCc2ccc(Cl)cc2)[nH]c1=O	i	1	1.5	5.1	10	0.2	16	3	11	1
Fc1ccc(Nc2nnc(-c3ccncc3)s2)cc1Cl	i	-1	-0.3	8.5	43*	0.3	2	-1	0	.
CN(Cc1ccccc1)C(=O)c1nn2cccnc2c1Cl	i	3	0.7	-0.4	-5	0.1	5	-1	1	-14
Cc1ccc(OCc2nc(-c3ccccc3)no2)c(C)c1	i	-1	0.9	3.7	0	0.1	-4	5	-7	-15
Cc1cc(C)c(C)c(OCCn2ccnc2)c1	i	-4	0.9	0.2	0	-0.7	0	-3	6	-4

More compounds
SMILES	Rpn11 block	CSN inh	MsrA inhibitor	LMPTP inh	SUMO1 PPI mod	Tb MetRS inh	NadD block	STEP block	DNMT1 block	Scp1 inh
O=C(COc1ccc2ccccc2c1)NNC(=O)c1cnccn1	i	0	0.4	2.9	-1	0.3	0	-6	2	5
CC1Cc2cc(/C(O)=C3/C(=O)C(=O)N(CCN4CCOCC4)C3c3ccc([N+](=O)[O-])cc3)ccc2O1 (configuration not stated)	i	0	1.8	0.5	-23	0.3	4	6	1	0
COc1ccccc1CC(NC(C)=O)C(=O)NC1CCN(C(=O)c2ccc([N+](=O)[O-])cc2)CC1 (configuration not stated)	i	-2	0.3	-0.8	-12	-0.3	0	1	5	-8
COC(=O)C1OC1c1cc([N+](=O)[O-])ccc1OC (configuration not stated)	i	0	0.9	-0.3	-19	-0.6	1	-1	6	12
O=C(O)Cc1ccc(N=Nc2c(O)c(C(=O)O)cc3ccccc23)cc1	i	41	0.0	45	23	0.0	13	10	61*	50*
O=C1Nc2ccccc2C1Cc1ccccn1 (configuration not stated)	i	2	-1.2	-2.4	0	0.1	-5	0	3	-1
Cc1ccc(OCC(=O)N2CCc3ccccc3C2)c(C)c1	i	3	0.1	0.7	2	-2.1	-10	3	0	-3
O=S(=O)(NCc1ccccc1)c1ccc(Cl)c(S(=O)(=O)NCc2ccccc2)c1	i	4	-0.5	1.5	3	0.0	-8	-2	-7	-15
COc1ccc(-c2coc3cc(O[C@@H]4O[C@H](CO)[C@@H](O)[C@H](O)[C@H]4O)ccc3c2=O)cc1	i	1	-0.8	-1.2	1	-0.4	0	2	6	7
COc1cccc(Oc2ncnc(N)c2[N+](=O)[O-])c1	i	3	2.4	-1.1	-31	-0.8	-4	2	2	-10
COC(=O)/C=c1/sc2nc3ccccc3n2c1=O	i	4	0.5	1.5	-7	0.3	5	14	1	-6
CCOc1ccc(CN2C(=O)c3ccccc3C2=O)cc1C(=O)N1CCC(C(N)=O)CC1	i	-1	-0.9	-0.2	-16	-0.6	-1	0	0	6
CCOC(=O)c1c(N2C(=O)C=CC2=O)sc(C)c1C	i	5	.	0.4	8	-0.2	4	1	-13	5
O=C(Nc1nnc(-c2ccc(Cl)cc2)o1)c1nc2ccccc2s1	i	6	0.0	15	7	-0.2	16	72*	-12	-10
O=C(Nc1ccccc1)c1ccc(-c2ccc([N+](=O)[O-])cc2)o1	i	1	0.2	2.1	-9	-0.8	-6	-2	0	-7
Cc1c(CC(=O)N[C@H](C(=O)O)C(C)C)c(=O)oc2cc3c(cc12)CCC(C)(C)O3	i	2	1.9	-0.6	-1	-0.2	-2	0	-2	-12
CCc1ccc2c(c1)NC(=O)C2(C)Cc1ccccc1OC (configuration not stated)	i	-3	-1.3	0.8	1	-0.4	-3	1	0	.
CCN(CC(=O)NCc1cccs1)C(=O)c1cc(=O)[nH]c2ccccc12	i	-3	1.8	-1.4	1	-0.4	8	-3	5	-5
